GLS inhibitor – blocks human kidney-isoform glutaminase activity; O94925; GLS enzymatic activity, qHTS titration; Potency, µM (titrated, usually from 45.5 µM), for inactives: top-dose activity change, negative = inhibition, most hits filed as inhibitors; 410,000 compounds, 0.21% hits; AID 624170; also: potency is read from the fitted curve at half-maximal effect; % is scaled to controls: 0 for no effect and ±100 for the full control effect
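hKGA in 45 mM KH2PO4 (pH 8.2), 0.02% Tween-20 with compound, then 1mM L-Glutamine (stock as added) plus glutamate oxidase/HRP/Amplex red coupling mix. Fluorescence read initially and after 30 min at RT; signal change reflects glutamate formation.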
Tb PGK inh – blocks T. brucei phosphoglycerate kinase | P07378 | PGK/GAPDH coupled, Kinase-Glo luminescence, 60 min | Potency, µM (titrated, usually from 57.5 µM), for the others: at the top dose activity change, negative = inhibition, most hits filed as inhibitors | 380,000 compounds, 0.043% hits; also: potency is read from the fitted curve at half-maximal effect; % is scaled to controls: 0 for no effect and ±100 for the full control effect; nearly all actives have a fitted effect of over 60% in size
Target sequence (P07378 whole entry, looked up): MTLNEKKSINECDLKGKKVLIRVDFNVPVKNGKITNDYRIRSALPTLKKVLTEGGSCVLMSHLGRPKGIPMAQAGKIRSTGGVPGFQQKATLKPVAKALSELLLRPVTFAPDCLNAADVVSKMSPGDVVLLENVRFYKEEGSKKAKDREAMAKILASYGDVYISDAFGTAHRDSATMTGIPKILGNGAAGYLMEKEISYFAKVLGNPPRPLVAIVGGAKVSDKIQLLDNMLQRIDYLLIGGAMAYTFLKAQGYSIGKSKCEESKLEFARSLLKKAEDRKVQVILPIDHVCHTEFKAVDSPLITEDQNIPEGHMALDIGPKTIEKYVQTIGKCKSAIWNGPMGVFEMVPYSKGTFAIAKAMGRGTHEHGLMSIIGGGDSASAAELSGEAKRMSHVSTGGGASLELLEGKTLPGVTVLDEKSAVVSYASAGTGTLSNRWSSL
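Luminescent ATP detection (Kinase-Glo Plus) follows a 60-minute room-temperature incubation, with wells lacking PGK as controls. Buffer: 100 mM TEA (pH 7.6), 5 mM MgCl2, 0.01% Tween-20. Coupling enzyme GAPDH (100 nM final) supplies unstable 1,3-BPG in-well.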
mIDH1 inhibitor – blocks human mutant IDH1 R132H enzyme; AID 602179; Potency, µM (highest dose often 76.6 µM), for the others: at the top dose activity change, negative = inhibition, hits mostly inhibitors; IDH1-R132H enzyme, NADPH consumption, diaphorase/resazurin fluorescence; 390,000 compounds, 0.093% hits; O75874; also: potency is read from the fitted curve at half-maximal effect; % is scaled to controls: 0 for no effect and ±100 for the full control effect; nearly all actives have a fitted effect of over 65% in size
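IDH1-R132H (0.5 ug/mL) preincubated 30 min with compound, then NADPH (0.016 mM) and alpha-KG (2 mM) added; 80 min at RT, pH 7.5. Remaining NADPH coupled via diaphorase/resazurin to fluorescence (540/590 nm); concentration-response curves normalized to no-enzyme control.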
TrxR1 substrate – rat thioredoxin reductase 1 substrate activity; AID 588456; Potency, µM (highest dose often 114 µM), without a hit: top-dose activity change, negative = substrate turnover; purified TrxR1 substrate turnover, NADPH consumption readout; 390,000 compounds, 0.01% hits; also: potency is read from the fitted curve at half-maximal effect; % is scaled to controls: 0 for no effect and ±100 for the full control effect; nearly all actives have a fitted effect of over 50% in size
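Rat TrxR1, dispensed at 90 nM, was prereduced with 400 uM NADPH (final) for 5 min at ~22 deg C, then incubated with compound 15 min before 400 uM selenite. A first-read NADPH fluorescence drop versus no-compound background flagged substrates.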
USP1 inh – inhibitors of human USP1/UAF1 deubiquitinase; O94782; recombinant USP1/UAF1, Ub-Rhodamine cleavage fluorescence; Potency, µM (top dose mostly 57.1 µM), for inactives: at the highest dose activity change, negative = inhibition, usual class: inhibitors; 390,000 compounds, 0.23% hits; AID 743255; also: potency is read from the fitted curve at half-maximal effect; % is scaled to controls: 0 for no effect and ±100 for the full control effect; nearly all actives have a fitted effect of over 60% in size; inactives centre near -12
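Step one: compound is pinned into 1nM USP1/UAF1 in HEPES pH 7.8 buffer with TCEP. Step two: 15 min room-temperature incubation. Step three: Ub-Rho (150nM final) starts cleavage, tracked by fluorescence over six one-minute reads.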
Pin1 inh – inhibitors of human Pin1. Pin1 FP peptide displacement, HiFluor488, 10 min. Potency, µM (highest dose often 115 µM), for inactives: at the highest dose activity, negative = inhibition, hits mostly inhibitors. 390,000 compounds, 0.009% hits. Q13526; active = well fitted inhibition curve with a large enough effect in the polarisation, with a control signal flat, not every such curve was filed as active; inconclusive = small, poorly fitted or top-dose-only effect, or effect the other way, or a change in a side signal; inactive = no such curve, though single readings can be large or run the other way; the % refers to the polarisation; also: potency is read from the fitted curve at half-maximal effect; % is scaled to controls: 0 for no effect and ±100 for the full control effect
HP1b binding inh – blocks HP1-beta chromodomain binding to methylated histone tails | AID 540317 | P83916 | 390,000 compounds, 0.56% hits | Potency, µM (series often up to 114 µM), inactives show at the highest dose activity change, negative = inhibition, actives largely listed as inhibitors | AlphaScreen HP1-beta / biotin-H3K9me3 peptide binding; also: potency is read from the fitted curve at half-maximal effect; nearly all actives have a fitted effect of over 70% in size; inactives centre near 23
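AlphaScreen: HP1-beta (50 nM) preformed 30 min with biotin-H3(1-18)K9me3 peptide (50 nM) in PBS pH 7.4, 0.01% Tween-20. Compound added for 30 min at RT, then streptavidin donor/nickel chelate acceptor beads (10 ug/mL) for 30 min.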
TrxR1 inh – rat TrxR1 inhibition | O89049 | recombinant rTrxR1, NADPH fluorescence consumption, selenite substrate | Potency, µM (highest dose often 114 µM), inactives show at the top dose activity change, negative = inhibition, actives largely listed as inhibitors | 390,000 compounds, 1% hits; also: potency is read from the fitted curve at half-maximal effect; % is scaled to controls: 0 for no effect and ±100 for the full control effect; nearly all actives have a fitted effect of over 65% in size
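Rat TrxR1 (90 nM in the dispensed reagent) was pre-reduced with 400 uM NADPH for 5 min at room temperature, then incubated with compound for 15 min. After 400 uM selenite was added, NADPH fluorescence (Ex 340/Em 450 nm) was followed for 8 min.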
PI4K2A block – blocks human PI4K2A kinase activity | Q9BTU6 | purified PI4K2A, ADP-Glo luminescence, 1 h; hits give low values | activity change, negative = inhibition, % at 76.9 µM | 420,000 compounds, 0.13% hits; in the data active = activity change below about -50%; inconclusive = mostly about -30% to -49%;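 also: -100% = wells without enzyme as full effect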
Target sequence (Q9BTU6 whole entry, looked up): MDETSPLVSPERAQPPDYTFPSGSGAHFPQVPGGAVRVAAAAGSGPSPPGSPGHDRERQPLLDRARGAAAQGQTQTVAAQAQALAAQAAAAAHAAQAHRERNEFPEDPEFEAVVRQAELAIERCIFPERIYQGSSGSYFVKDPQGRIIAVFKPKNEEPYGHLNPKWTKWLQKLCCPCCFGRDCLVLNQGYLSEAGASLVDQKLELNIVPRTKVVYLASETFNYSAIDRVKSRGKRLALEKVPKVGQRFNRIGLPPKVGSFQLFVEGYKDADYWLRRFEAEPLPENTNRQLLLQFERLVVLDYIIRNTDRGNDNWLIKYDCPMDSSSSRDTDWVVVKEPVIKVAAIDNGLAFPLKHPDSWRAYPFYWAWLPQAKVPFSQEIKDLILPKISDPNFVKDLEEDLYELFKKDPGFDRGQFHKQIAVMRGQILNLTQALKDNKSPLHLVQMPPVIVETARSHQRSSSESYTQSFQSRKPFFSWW
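ADP-Glo luminescence measured ADP generated by PI4K2A enzyme (4 ug/mL before mixing) with 1.2 mM PI substrate (pre-mix) and 300 microM ATP (pre-mix). Tris pH7.5 buffer with MgCl2, Triton X-100; 1 h reaction at ambient temperature.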
Starred values were filed as active, the others as inactive; & = joins results of further samples; [ ] = dose if it differs, or a comment. Unless noted, calls follow the shape of the dose curve; as a rule, active = well fitted curve in the direction sought with a large enough effect; inconclusive = small, poorly fitted or top-dose-only effect, or another doubt; inactive = no such curve, though single readings can be large; an effect the other way counts as inactive or inconclusive. Only part of the results is shown. The share of hits here may be higher or lower than overall.

NC(=O)CSc1nc2cc([N+](=O)[O-])ccc2n1-c1cccc(C(F)(F)F)c1 was read as GLS inhibitor -9.3%, Tb PGK inh inactive, mIDH1 inhibitor 5.5%, TrxR1 substrate -6.5%, USP1 inh -16.9%, Pin1 inh inconclusive, HP1b binding inh 13.4%, TrxR1 inh -1.8% and PI4K2A block 2.8.
`CC(C)n1ncc2c(C(=O)N3CCN(Cc4ccc(Cl)s4)CC3)cc(C3CC3)nc21` gave GLS inhibitor -2.5%, Tb PGK inh -0.9%, mIDH1 inhibitor 0.0%, TrxR1 substrate -7.5%, USP1 inh -23.4%, Pin1 inh -3.3%, HP1b binding inh 13.8%, TrxR1 inh -15.1% and PI4K2A block -2.2.
`O=C(CN1CCCN(Cc2ccccc2F)S1(=O)=O)Nc1ccc(F)c(Cl)c1` gave GLS inhibitor 2.2%, Tb PGK inh -1.1%, mIDH1 inhibitor -2.1%, TrxR1 substrate 0.0%, USP1 inh -13.1%, Pin1 inh -4.4%, HP1b binding inh 14.5%, TrxR1 inh 19.6% and PI4K2A block -2.7.
Screening C=CCN1CCN(Cc2cnc(Cl)s2)CC1 returned GLS inhibitor -7.9%, Tb PGK inh -1.3%, mIDH1 inhibitor -0.2%, TrxR1 substrate 0.8%, USP1 inh -9.2%, Pin1 inh 7.0%, HP1b binding inh 19.4%, TrxR1 inh 5.8% and PI4K2A block 1.4.
For COc1ccc(OC)c(NC(=O)NC2CCCc3ccccc32)c1 (centres undefined) the results were GLS inhibitor 3.7%, Tb PGK inh 3.8%, mIDH1 inhibitor -7.5%, TrxR1 substrate -3.1%, USP1 inh -5.5%, Pin1 inh 4.5%, HP1b binding inh 21.8%, TrxR1 inh 9.7% and PI4K2A block -0.6.
`CNS(=O)(=O)c1ccc(NC(=O)c2cnn3c(C(F)F)cc(-c4ccccc4)nc23)cc1` gave GLS inhibitor -1.6%&-6.4%, Tb PGK inh -4.5%, mIDH1 inhibitor 10.9%&5.1%, TrxR1 substrate 7.3%&-3.4%, USP1 inh -1.2%&-28.3%, Pin1 inh -1.3%&-6.9%, HP1b binding inh 42.9%&32.8%[activator], TrxR1 inh 28.1%&2.4% and PI4K2A block 1.9&-0.8.
For O=C(/C=C/c1cccnc1)c1cccc(O)c1 the results were GLS inhibitor 3.9%, Tb PGK inh inactive, mIDH1 inhibitor 3.5%, TrxR1 substrate -16.6%[57.1 µM], USP1 inh -18.6%, Pin1 inh -3.2%, HP1b binding inh 66.8%[activator], TrxR1 inh -58.4% and PI4K2A block -17.7.
`CCC(C)[C@H](NC(=O)N1CCn2c1nc1ccccc12)C(=O)NCc1ccccc1` (some centres undefined) gave GLS inhibitor -0.7%, Tb PGK inh inactive, mIDH1 inhibitor 3.9%, TrxR1 substrate -6.5%, USP1 inh -24.0%, Pin1 inh -5.9%, HP1b binding inh 53.5%[activator], TrxR1 inh 1.1% and PI4K2A block 0.8.
`Cc1cc(C)c(C#N)c(Sc2nnnn2-c2ccccc2)n1` gave GLS inhibitor -4.0%, Tb PGK inh -4.0%, mIDH1 inhibitor 14.8%, TrxR1 substrate 13.4%, USP1 inh -27.1%, Pin1 inh -7.8%, HP1b binding inh 32.7%, TrxR1 inh 21.3% and PI4K2A block -0.7.
O=C(CSc1nc2[nH]c(=O)cc(O)c2s1)Nc1cccc(Br)c1 was read as GLS inhibitor -3.6%, Tb PGK inh -2.5%, mIDH1 inhibitor 0.3%, TrxR1 substrate -5.2%, USP1 inh -21.9%, Pin1 inh 13.2%, HP1b binding inh 24.4%, TrxR1 inh -8.7% and PI4K2A block -5.7.
Screening CCOCCCNC(=O)c1ccc(CN2CCc3ccccc3C2)cc1 returned GLS inhibitor 9.5%, Tb PGK inh 1.4%, mIDH1 inhibitor -2.1%, USP1 inh -22.7% and PI4K2A block 0.3.
O=S(=O)(N/N=C/c1ccc2c(c1)OCCO2)c1ccccc1 was read as GLS inhibitor -0.1%, Tb PGK inh -0.1%, mIDH1 inhibitor 10.0%, TrxR1 substrate -10.7%, USP1 inh -9.7%, Pin1 inh 0.9%, HP1b binding inh 26.3%, TrxR1 inh 7.2% and PI4K2A block 6.1.
Screening C/C(=N\NC(=O)c1ccc(F)cc1)c1ccc(N2CCOCC2)cc1 returned GLS inhibitor inconclusive, Tb PGK inh 3.3%, mIDH1 inhibitor -4.6%, TrxR1 substrate -3.9%, USP1 inh -19.9%, Pin1 inh 1.1%, HP1b binding inh 23.3%, TrxR1 inh 3.3% and PI4K2A block 2.3.
`CC(C)(C)CC(=O)NC(=S)Nc1ccccc1C(F)(F)F` gave GLS inhibitor -0.9%, Tb PGK inh -3.0%, mIDH1 inhibitor 4.4%, TrxR1 substrate -1.9%[57.1 µM], USP1 inh -10.7%, Pin1 inh 11.7%, HP1b binding inh 10.7%, TrxR1 inh inconclusive and PI4K2A block -2.9.
For COC(=O)c1ccc(NC2(C#N)C(=O)Nc3ccccc32)cc1 (centres undefined) the results were GLS inhibitor 15.0%, Tb PGK inh inactive, mIDH1 inhibitor inconclusive, TrxR1 substrate 1.0%, USP1 inh -22.3%, Pin1 inh inconclusive, HP1b binding inh 27.4%, TrxR1 inh 8.8% and PI4K2A block 0.8.
`Cc1csc(NC(=O)C(F)(F)F)n1` gave GLS inhibitor 9.1%, Tb PGK inh 5.6%, mIDH1 inhibitor 1.9%, TrxR1 substrate -7.8%, USP1 inh -8.9%, Pin1 inh -2.6%, HP1b binding inh 33.3%, TrxR1 inh 33.8%[activator] and PI4K2A block 2.7.
Screening COc1cc(NC(=O)c2cc([N+](=O)[O-])ccc2NC(=O)CNC2CCCCC2)cc(OC)c1 returned GLS inhibitor 0.0%, Tb PGK inh 7.0%, mIDH1 inhibitor -1.9%, TrxR1 substrate -7.3%, USP1 inh -17.8%, Pin1 inh -0.8%, HP1b binding inh -5.1%, TrxR1 inh 6.8% and PI4K2A block 0.0.
COc1ccc2c(c1)CCCN2C(N)=O was read as GLS inhibitor 8.4%, mIDH1 inhibitor 7.3%, TrxR1 substrate 13.2%, USP1 inh -10.3%, Pin1 inh 5.3%, HP1b binding inh 28.1%, TrxR1 inh 21.8% and PI4K2A block -2.6.
O=C(CN1CCN(c2ccccc2F)CC1)c1ccc(O)cc1O was read as GLS inhibitor -10.5%, Tb PGK inh -3.2%, mIDH1 inhibitor -4.5%, TrxR1 substrate -7.3%, USP1 inh -11.9%, Pin1 inh 1.1%, HP1b binding inh 12.4%[57 µM], TrxR1 inh -10.4% and PI4K2A block -4.0.
O=C(CSc1cccc[n+]1[O-])N1CCCCCC1 was read as GLS inhibitor 9.1%, Tb PGK inh -2.1%, mIDH1 inhibitor 5.2%, TrxR1 substrate 5.4%[57.1 µM], USP1 inh -5.6%, Pin1 inh 1.2%, HP1b binding inh 16.5%, TrxR1 inh 2.9%[57.1 µM] and PI4K2A block -0.2.
For Cc1ccc(C(=O)O)cc1N1C(=O)c2cccc3cc(Br)cc(c23)C1=O the results were GLS inhibitor 0.3%, Tb PGK inh -1.9%, mIDH1 inhibitor 0.0%, TrxR1 substrate -11.2%[11.4 µM], USP1 inh -23.4%, Pin1 inh -9.1%, HP1b binding inh 20.0%, TrxR1 inh 14.6%[11.4 µM] and PI4K2A block 8.9.
Screening S=C(c1ccc(-c2ccccc2Cl)o1)N1CCCCC1 returned GLS inhibitor 1.7%, Tb PGK inh -11.1%, mIDH1 inhibitor 0.4%, TrxR1 substrate -2.5%, USP1 inh -12.3%, Pin1 inh 0.8%, HP1b binding inh inconclusive, TrxR1 inh -9.5% and PI4K2A block -4.8.
Screening COc1ccc(-c2nc(C#N)c(NCCCn3ccnc3)o2)cc1OC returned GLS inhibitor 8.7%, Tb PGK inh -9.4%, mIDH1 inhibitor 0.5%, TrxR1 substrate 384.9%[activator], USP1 inh -22.4%, Pin1 inh -2.1%, HP1b binding inh -7.4%, TrxR1 inh -30.7% and PI4K2A block 3.1.
COc1ccc(OC)c(/C=N/c2c(-c3ccc(O)c(OC)c3)nc3ccccn23)c1 was read as GLS inhibitor 2.4%, mIDH1 inhibitor 4.5%, TrxR1 substrate 8.3%, USP1 inh -5.3%, Pin1 inh -1.3%, HP1b binding inh 15.7%, TrxR1 inh 29.3% and PI4K2A block -5.6.
For COc1ccc(Cc2nc3ccc(C(=O)NC(C)C)cc3o2)cc1 the results were GLS inhibitor -3.2%, Tb PGK inh -5.2%, mIDH1 inhibitor 4.7%, TrxR1 substrate 7.3%, USP1 inh -17.8%, Pin1 inh inconclusive, HP1b binding inh 36.3%, TrxR1 inh 27.8% and PI4K2A block 2.6.

Source: PubChem
